IDH1 mut inh = inhibitors of human IDH1 R132H; O75874; IDH1 R132H reductase, diaphorase/resazurin fluorescence, 60 min; inhibition, % at 10 µM; hit rate 0.18% among 70,000; AID 624101; in the data active means inhibition above about 34%;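 further: 0% = DMSO and 100% = no enzyme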
Target sequence (O75874 whole entry R132H): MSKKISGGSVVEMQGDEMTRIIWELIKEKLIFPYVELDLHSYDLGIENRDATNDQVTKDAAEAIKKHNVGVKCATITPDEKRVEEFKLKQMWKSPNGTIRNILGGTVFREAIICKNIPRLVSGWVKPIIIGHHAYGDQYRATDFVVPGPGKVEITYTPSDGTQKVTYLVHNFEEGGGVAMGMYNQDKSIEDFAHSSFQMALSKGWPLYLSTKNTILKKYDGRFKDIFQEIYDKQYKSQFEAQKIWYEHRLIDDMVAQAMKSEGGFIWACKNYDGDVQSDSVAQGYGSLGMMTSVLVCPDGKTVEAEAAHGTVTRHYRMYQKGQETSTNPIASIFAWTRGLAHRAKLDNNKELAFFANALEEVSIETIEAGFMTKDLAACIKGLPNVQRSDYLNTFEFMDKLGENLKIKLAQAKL
PRC2 inh = inhibitors of human EZH2/PRC2 methyltransferase; PRC2 H3K27 methylation, DELFIA TRF, 1 h; inhibition, % at 12.5 µM; hit rate 0.35% among 57,000;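 active means mean inhibition of replicates at least 50% and every single replicate also reaching 50%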;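 further: dimethyl H3K27 on biotinylated H3 21-44 peptide detected by antibody; plate controls were median neutral control wells for no effect and median positive control wells for full effect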
* marks the source's active call; other numbers are inactive results; nt = no result given; & = joins results of further samples. These rows are one share of the data. The share of hits here may be higher or lower than overall.

SMILES | IDH1 mut inh | PRC2 inh
O=c1c2ccccc2nc(SCc2cccc3nsnc23)n1-c1ccccc1 | 0.5 | 22
Cc1noc(C)c1S(=O)(=O)Nc1ccc2c(c1)C(=O)N([C@@H](C)CO)C[C@@H](C)[C@H](CN(C)S(C)(=O)=O)O2 | 2.5 | nt
COc1ccc(S(=O)(=O)Nc2ccc3c(c2)C(=O)N([C@H](C)CO)C[C@@H](C)[C@H](CN(C)CC2CC2)O3)cc1 | -0.4 | nt
Cc1ccc(S(=O)(=O)N(C)C[C@H]2Oc3ncc(-c4ccccc4)cc3C(=O)N([C@H](C)CO)C[C@@H]2C)cc1 | nt | -21
C[C@@H]1CN([C@@H](C)CO)C(=O)CCCn2cc(nn2)CO[C@@H]1CN(C)C(=O)Nc1cccc2ccccc12 | -0.3 | -5
O=C(CSc1nc2ccccc2o1)Nc1ccc(N2CCOCC2)c(Cl)c1 | -0.1 | 6
CN(C)c1ccc2c(c1)[C@@H]1C[C@H](CC(=O)NCc3ccc(Oc4ccccc4)cc3)O[C@@H](CO)[C@@H]1O2 | -2.6 | -10
CC(Oc1ccc(C(=O)NC2CCCCC2)cc1)C(=O)Nc1ccccc1C(F)(F)F (centres undefined) | 0.1 | 1
O=C(C[C@H]1CC[C@H](NC(=O)Nc2cccc(F)c2)[C@H](CO)O1)NCC1CC1 | 0.4 | -6
CO[C@@H]1CN(C)C(=O)c2ccc(NC(=O)c3ccccn3)cc2OC[C@@H](C)N(CCC(F)(F)F)C[C@H]1C | -0.3 | 1
CCCN1C[C@@H](C)[C@H](OC)CN(C)C(=O)c2ccc(NC(=O)c3ccccc3F)cc2OC[C@@H]1C | -0.4 | -1
CCCC(=O)Nc1ccc2c(c1)C(=O)N(C)C[C@H](OC)[C@@H](C)CN(Cc1ccccc1F)[C@@H](C)CO2 | 0.0 | -21
C[C@@H]1CCCCO[C@H](CN(C)C(=O)Nc2ccc(C(F)(F)F)cc2)[C@@H](C)CN([C@@H](C)CO)C(=O)c2cc(NC(=O)c3ccncc3)ccc2O1 | -0.1 | nt
C[C@H](CO)N1C[C@H](C)[C@H](CN(C)C(=O)Nc2ccccc2)OCCCC[C@H](C)Oc2ccc(NC(=O)NC3CCCCC3)cc2C1=O | 2.2 | nt
COc1ccc(CN(C)C[C@H]2OCCCC[C@H](C)Oc3ccc(NC(=O)Nc4ccc(C(F)(F)F)cc4)cc3C(=O)N([C@@H](C)CO)C[C@@H]2C)cc1 | 0.6 | nt
CCNC(=O)C[C@@H]1C=C[C@@H](NC(=O)C2CCC2)[C@H](CO)O1 | -0.1 | 3
C[C@H]1CCCCO[C@H](CN(C)S(=O)(=O)c2cccs2)[C@@H](C)CN([C@@H](C)CO)C(=O)c2cc(NC(=O)NC3CCCCC3)ccc2O1 | 1.1 | nt
O=S(=O)(N[C@H]1CC[C@@H](CCn2cc(C3(O)CCCC3)nn2)O[C@@H]1CO)c1ccccc1 | -0.5 | -9
COc1ccc(OC)c(NC(=O)COc2ccc3c4c(c(=O)oc3c2)CCC4)c1 | -0.2 | 1
C=CC1c2ccccc2/C=C(C(=O)OC)\C(C(=O)OC)=C/N1Cc1ccc(OC)cc1 (centres undefined) | nt | -1
C[C@H]1CN([C@@H](C)CO)C(=O)c2cc(NC(=O)Cc3cn(C)c4ccccc34)ccc2O[C@@H]1CN(C)S(=O)(=O)c1ccc(F)cc1 | -7.5 | nt
C/C=C/c1cnc2c(c1)C(=O)N([C@H](C)CO)C[C@@H](C)[C@@H](CN(C)C(=O)NC1CCCC1)O2 | 3.2 | -7&-5
CCCNC(=O)N[C@@H]1CC[C@@H](CCn2cc(C3CC3)nn2)O[C@@H]1CO | -0.1 | 5
C[C@@H]1CN([C@@H](C)CO)C(=O)c2cc(C#CC3CCCC3)cnc2O[C@@H]1CN(C)S(=O)(=O)c1cccc(F)c1 | -3.6 | -2
CCOC(=O)c1sc(NC(=S)Nc2cnccn2)c(C(=O)OCC)c1C | 0.2 | -7
O=C(Nc1ccc(F)cc1)N[C@@H]1CC[C@H](CC(=O)N2CCOCC2)O[C@H]1CO | -0.3 | 9
O=C(CSc1nc(-c2ccccc2)cc(C(F)(F)F)n1)Nc1cccc(Cl)c1Cl | -0.3 | 13
C[C@@H]1CN([C@@H](C)CO)C(=O)c2cc(-c3ccccc3F)cnc2O[C@@H]1CN(C)C | -0.3 | -6
Cn1c(=O)c2c(nc(SCc3nn[nH]n3)n2Cc2ccccc2)n(C)c1=O | 0.7 | nt
COCC(=O)Nc1ccc2c(c1)OC[C@H](C)N(C(=O)Cc1ccccn1)C[C@H](C)[C@H](OC)CN(C)C2=O | 0.3 | 1

An excerpt from above in order of formula weight, high to low.
SMILES | IDH1 mut inh | PRC2 inh
C[C@@H]1CN([C@@H](C)CO)C(=O)c2cc(C#CC3CCCC3)cnc2O[C@@H]1CN(C)S(=O)(=O)c1cccc(F)c1 | -3.6 | -2
COCC(=O)Nc1ccc2c(c1)OC[C@H](C)N(C(=O)Cc1ccccn1)C[C@H](C)[C@H](OC)CN(C)C2=O | 0.3 | 1
O=C(CSc1nc(-c2ccccc2)cc(C(F)(F)F)n1)Nc1cccc(Cl)c1Cl | -0.3 | 13
C=CC1c2ccccc2/C=C(C(=O)OC)\C(C(=O)OC)=C/N1Cc1ccc(OC)cc1 (centres undefined) | nt | -1
C[C@@H]1CN([C@@H](C)CO)C(=O)c2cc(-c3ccccc3F)cnc2O[C@@H]1CN(C)C | -0.3 | -6
O=C(Nc1ccc(F)cc1)N[C@@H]1CC[C@H](CC(=O)N2CCOCC2)O[C@H]1CO | -0.3 | 9
CCOC(=O)c1sc(NC(=S)Nc2cnccn2)c(C(=O)OCC)c1C | 0.2 | -7
Cn1c(=O)c2c(nc(SCc3nn[nH]n3)n2Cc2ccccc2)n(C)c1=O | 0.7 | nt
CCCNC(=O)N[C@@H]1CC[C@@H](CCn2cc(C3CC3)nn2)O[C@@H]1CO | -0.1 | 5

(next part)
SMILES | IDH1 mut inh | PRC2 inh
C[C@@H]1CN([C@H](C)CO)C(=O)c2cc(C#CCN(C)C)cnc2O[C@H]1CN(C)Cc1ccc(-c2ccccc2)cc1 | nt | -29
C[C@@H]1CN([C@H](C)CO)C(=O)Cc2cc(NC(=O)Cn3cnnn3)ccc2O[C@H]1CN(C)S(C)(=O)=O | 5.0 | nt
CC(C)NC(=O)N[C@H]1CC[C@H](CCn2cc(-c3ccccc3)nn2)O[C@H]1CO | -0.3 | -1
C[C@@H]1CN([C@@H](C)CO)C(=O)Cc2cc(NC(=O)CCN3CCOCC3)ccc2O[C@H]1CN(C)C(=O)Nc1ccc(F)cc1 | 3.3 | -1
C[C@@H]1CN([C@H](C)CO)S(=O)(=O)c2ccc(-c3cncnc3)cc2O[C@H]1CN(C)C(=O)Cc1ccccc1 | -0.5 | -5
C[C@@H]1CN([C@@H](C)CO)C(=O)Cc2cc(NC(=O)CCCCCC(=O)Nc3ccccc3N)ccc2O[C@H]1CN(C)S(=O)(=O)c1ccc(F)cc1 | 1.5 | nt
C[C@@H]1CN([C@H](C)CO)C(=O)c2cccc(NC(=O)C3CCCCC3)c2O[C@H]1CN(C)S(=O)(=O)c1ccccc1 | -0.3 | 5
COC(=O)c1ccccc1NC(=O)CN(C)S(=O)(=O)c1ccccc1 | -0.3 | 2
C[C@H]1CN([C@@H](C)CO)C(=O)Cc2cc(NS(=O)(=O)c3cn(C)cn3)ccc2O[C@@H]1CN(C)Cc1ccc(-c2ccccc2)cc1 | -0.4 | nt
C[C@@H]1CN([C@H](C)CO)C(=O)c2cccc(NC(=O)Nc3ccc(F)cc3)c2O[C@H]1CN(C)Cc1ccc(C(=O)O)cc1 | 3.2 | -1
CCS(=O)(=O)NCC[C@@H]1CC[C@@H](NC(=O)C2CCC2)[C@H](CO)O1 | 0.1 | 0
C[C@H]1CCCCO[C@@H](CN(C)S(=O)(=O)c2cccs2)[C@@H](C)CN([C@@H](C)CO)C(=O)c2cc(NC(=O)Nc3ccc(F)cc3)ccc2O1 | -1.9 | nt
C[C@H](CO)N1C[C@H](C)[C@@H](CN(C)Cc2ccc(Oc3ccccc3)cc2)Oc2c(NC(=O)Nc3ccc(C(F)(F)F)cc3)cccc2C1=O | -1.6 | nt
Cc1noc(C)c1NC(=O)N(C)C[C@@H]1Oc2cc(C#CCC(C)C)ccc2S(=O)(=O)N([C@@H](C)CO)C[C@@H]1C | -5.2 | -6
CN(C)C(=O)C[C@@H]1CC[C@H](NS(=O)(=O)c2ccccc2)[C@@H](CO)O1 | -0.4 | -5
O=C(CCN1C(=O)C2C3c4ccccc4C(c4ccccc43)C2C1=O)Oc1ccccc1[N+](=O)[O-] (centres undefined) | 0.0 | 0
Cc1noc(C)c1S(=O)(=O)N(C)C[C@@H]1Oc2c(NC(=O)C3CCOCC3)cccc2C(=O)N([C@H](C)CO)C[C@@H]1C | 1.0 | nt
CC(C)NC(=O)N(C)C[C@@H]1OCCCC[C@@H](C)Oc2ccc(NC(=O)Nc3ccc(C(F)(F)F)cc3)cc2C(=O)N([C@@H](C)CO)C[C@H]1C | 1.3 | nt
C[C@@H]1CN([C@H](C)CO)C(=O)Cc2cc(NC(=O)NC3CCCCC3)ccc2O[C@H]1CN(C)C(=O)Nc1ccc2c(c1)OCO2 | 0.5 | nt
Cc1ccc(-c2ccc3c(c2)O[C@@H](CN(C)Cc2ccc(C(=O)O)cc2)[C@H](C)CN([C@H](C)CO)S3(=O)=O)cc1 | 6.2 | 41
COc1ccc(CN(C)C[C@@H]2OCCCC[C@@H](C)Oc3ccc(NC(=O)c4ccccc4)cc3C(=O)N([C@@H](C)CO)C[C@@H]2C)cc1 | 0.5 | nt
COCC(=O)N(C)C[C@H]1Oc2ncc(C#Cc3ccncc3)cc2C(=O)N([C@H](C)CO)C[C@@H]1C | 6.6 | 1
CC1OC(=O)CC2C(C(=O)O)=CC3CC(C)(C)CC312 (centres undefined) | 0.0 | 7
C[C@H]1CN([C@@H](C)CO)C(=O)Cc2cc(NC(=O)c3ccncc3)ccc2O[C@H]1CN(C)S(=O)(=O)c1ccccc1 | 1.0 | nt
CCCN1C[C@H](C)[C@@H](OC)CN(C)C(=O)c2ccc(NC(=O)COC)cc2OC[C@H]1C | -0.1 | -13
COc1ccc(S(=O)(=O)Nc2ccc3c(c2)CC(=O)N([C@@H](C)CO)C[C@H](C)[C@H](CN(C)Cc2ccc(Oc4ccccc4)cc2)O3)cc1 | -0.2 | nt
O=C(C[C@H]1C[C@@H]2c3cc(NS(=O)(=O)c4ccccc4)ccc3O[C@@H]2[C@@H](CO)O1)NCC(F)(F)F | -0.1 | 5
C[C@@H]1CN([C@@H](C)CO)C(=O)Cc2cc(NS(=O)(=O)c3cccs3)ccc2O[C@@H]1CN(C)C(=O)Nc1ccc2c(c1)OCO2 | -0.6 | nt
O=C(C[C@H]1C[C@@H]2c3cc(NC(=O)C4CCOCC4)ccc3O[C@@H]2[C@H](CO)O1)NCC1CC1 | 0.4 | 16
C[C@@H]1CN([C@@H](C)CO)C(=O)Cc2cc(NC(=O)Nc3cccc4ccccc34)ccc2O[C@H]1CN(C)S(=O)(=O)c1ccc(F)cc1 | 0.2 | nt
C[C@@H]1CN([C@@H](C)CO)S(=O)(=O)c2ccc(C#CC(C)(C)O)cc2O[C@@H]1CN(C)C(=O)C1CCCCC1 | 4.8 | -2
C[C@@H]1CN([C@@H](C)CO)C(=O)c2cc(N(C)C)ccc2O[C@H]1CN(C)S(=O)(=O)c1cccs1 | 3.8 | -20
CCC(=O)Nc1ccc2c(c1)C(=O)N(C)C[C@H](OC)[C@@H](C)CN(CCC(F)(F)F)[C@H](C)CO2 | 0.2 | 20
C[C@H]1CN([C@@H](C)CO)C(=O)Cc2cc(NC(=O)CCN3CCOCC3)ccc2O[C@H]1CN(C)Cc1ccc(C(F)(F)F)cc1 | -0.2 | -4
CO[C@H]1CN(C)C(=O)c2cc(NC(=O)C3CC3)ccc2OC[C@@H](C)N(CC2CC2)C[C@H]1C | -0.2 | -4
COc1cc2c(cc1OC)CN(C(=O)[C@H]1[C@@H]3C(=O)O[C@@H](c4ccccc4)[C@@H](c4ccccc4)N3[C@@H](c3ccccc3OCCO)[C@]13C(=O)Nc1ccc(C#CCCO)cc13)CC2 | nt | -28
C[C@H]1CN([C@@H](C)CO)C(=O)Cc2cc(NC(=O)C3CCCCC3)ccc2O[C@@H]1CN(C)Cc1ccncc1 | 0.2 | nt
C[C@H](CO)N1C[C@H](C)[C@H](CN(C)C(=O)Nc2ccc3c(c2)OCO3)Oc2ncc(/C=C/c3ccccc3)cc2C1=O | 0.1 | -60
COc1ccc(NC(=O)N(C)C[C@@H]2Oc3ncc(-c4ccc(C#N)cc4)cc3C(=O)N([C@H](C)CO)C[C@@H]2C)cc1 | 0.2 | -4
Cc1noc(C)c1S(=O)(=O)Nc1cccc2c1O[C@H](CN(C)S(=O)(=O)c1c(C)noc1C)[C@H](C)CN([C@@H](C)CO)C2=O | -0.4 | nt
C/C=C/c1cnc2c(c1)C(=O)N([C@@H](C)CO)C[C@H](C)[C@@H](CN(C)CC1CCCC1)O2 | -0.9 | 5
O=C(COc1ccccc1[N+](=O)[O-])Nc1ccc2oc(-c3ccc(Cl)cc3)nc2c1 | -0.2 | -12
C[C@@H]1CN([C@H](C)CO)C(=O)Cc2cc(NS(=O)(=O)c3ccc(F)cc3)ccc2O[C@H]1CN(C)S(=O)(=O)c1ccc(Cl)cc1 | 0.5 | nt
CO[C@H](CN(C)C(=O)C1CCOCC1)[C@H](C)CN(C(=O)Nc1ccc(C(F)(F)F)cc1)[C@H](C)CO | 0.1 | 9
COC(=O)c1cccc(-n2c(CCC(=O)O)ccc2-c2ccc(C)cc2)c1 | -0.5 | 6
COc1ccc(CNC(=O)Nc2ncc([N+](=O)[O-])s2)cc1 | 0.6 | nt
CN(C)CCCOc1ccc(/C=N/NC(=O)CCCCCCC(=O)Nc2ccccc2O)cc1 | nt | -14

Bioassay records: PubChem BioAssay, Broad Institute
